High-throughput results: PubChem BioAssay, several laboratories
SUMO Mot1 rescue: SUMOylation pathway inhibition by Mot1-301 growth rescue; actives 1% (n = 320,000); S. cerevisiae Mot1-301 growth rescue, ATP luminescence, 38.5C; percent above DMSO median, 100 means doubled; growth rescue, % at 18.8 µM;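 active = every valid replicate shows activation above 250% relative to neutral control wells; inactive = the rest, any valid replicate at or below 250%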;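 note: OY570 slx delta 5 strain wells were the positive control but not used for scaling; some compounds called inactive have numbers as strong as hits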
Tat transport: blocks Tat-dependent protein export in E. coli | E. coli MC4100 TorA-mCherry Tat export, fluorescence | inhibition, % at 10 µM | actives 0.036% (n = 340,000) | AID 488895;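 active = mean replicate inhibition at least 50% and at least half of replicates individually reaching 50%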;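 note: exported cargo escapes ClpAP degradation while cytoplasmic cargo is degraded and loses fluorescence; 0% = median of neutral control wells and 100% = median of NaSCN control wells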
AddAB inh: less growth of phage-infected E. coli with AddAB; E. coli expressing H. pylori AddAB, absorbance growth; inhibition, % at 11.9 µM; actives 0.29% (n = 330,000); AID 435030; in the data active = inhibition above about 12%;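 note: 0% = vehicle wells of infected cells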
Ecoli viability: reduces bacterial viability in AddAB counter-screen; E. coli V3065 growth, OD600 absorbance, 18 h; inhibition, % at 11.9 µM; AID 449728; actives 0.27% (n = 330,000);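 active = inhibition above the campaign's mean inhibition across all tested compounds plus 3 SD, cut at about 9.9% in these data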;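 note: uninfected addAB+ strain grown without phage in ampicillin broth; 0% = DMSO wells and 100% = ciprofloxacin 0.95 µg/ml wells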
PKA-R2B act: PKA-R2B complex activation; P22694+P31323; PKA-R2B holoenzyme dissociation, Cy5-IP20 fluorescence polarization; R2B truncated from residue 108, S112A mutant; 0% DMSO only, 100% 113 µM cGMP; activation, % at 11.4 µM; actives 0.079% (n = 340,000); AID 504700;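 active = activation above a cutoff set at the mean over all compounds plus 3 SD, cut at about 18% in these data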;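 note: higher means more holoenzyme dissociation and a rise in polarization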
Target sequence (P31323 whole entry, looked up, other chains not shown, the tested form may be a part): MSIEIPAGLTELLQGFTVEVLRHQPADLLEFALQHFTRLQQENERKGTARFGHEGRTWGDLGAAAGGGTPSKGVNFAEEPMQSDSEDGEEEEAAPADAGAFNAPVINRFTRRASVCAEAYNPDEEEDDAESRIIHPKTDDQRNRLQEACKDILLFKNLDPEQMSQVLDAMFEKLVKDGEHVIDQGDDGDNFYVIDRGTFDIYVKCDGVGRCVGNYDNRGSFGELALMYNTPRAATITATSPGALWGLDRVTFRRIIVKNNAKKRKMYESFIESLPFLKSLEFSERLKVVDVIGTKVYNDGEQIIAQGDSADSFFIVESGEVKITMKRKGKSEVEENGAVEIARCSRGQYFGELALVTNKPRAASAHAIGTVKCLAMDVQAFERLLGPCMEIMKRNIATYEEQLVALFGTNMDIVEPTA
phage Ecoli inh: E. coli growth loss with phage present | growth absorbance | inhibition, % at 11.9 µM | actives 0.26% (n = 360,000); in the data active = inhibition above about 11%
PKA-R1A act: activators of PKA-R1A complex. P00514+P68181. PKA-R1A dissociation, Cy5-IP20 fluorescence polarization; scaled: DMSO 0%, 113 µM cGMP 100%. activation, % at 11.4 µM. actives 0.083% (n = 340,000);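 active = percent activation above the mean of all tested compounds plus 3 SD, cut at about 19% in these data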;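 note: higher means more PKAc released from R1A so a rise in polarization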
HTR5A inv ctr: HTR5A inverse agonism, opioid heterodimer counter-screen; inhibition, % at 9.3 µM; actives 0.083% (n = 340,000); HTR5A cell line, luminescence; AID 504634; P47898; in the data active = inhibition mostly above about 23%, no sharp cut-off; inactive = mostly below about 18%;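 note: 0% = cells with DMSO and 100% = no-cell wells with DMSO; some compounds called inactive have numbers as strong as hits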
Target sequence (P47898 whole entry, looked up): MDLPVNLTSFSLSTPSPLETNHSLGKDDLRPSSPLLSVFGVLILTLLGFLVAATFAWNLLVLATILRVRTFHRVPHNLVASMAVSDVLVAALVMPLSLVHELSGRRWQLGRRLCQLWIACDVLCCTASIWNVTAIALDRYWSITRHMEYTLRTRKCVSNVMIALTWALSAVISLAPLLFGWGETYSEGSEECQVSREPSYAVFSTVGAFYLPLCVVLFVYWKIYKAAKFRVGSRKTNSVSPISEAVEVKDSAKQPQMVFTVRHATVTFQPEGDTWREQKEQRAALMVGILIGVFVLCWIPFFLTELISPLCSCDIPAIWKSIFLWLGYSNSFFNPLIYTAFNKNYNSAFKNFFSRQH
MOR-DOR ag: agonists of human mu-delta opioid receptor heterodimerization; P35372+P41143; cells, OPRM1-OPRD1 heterodimerization, luminescence; activation, % at 9.3 µM; actives 0.3% (n = 340,000); in the data active = activation above about 18%;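 note: 0% = vehicle-treated cells and 100% = reference agonist; values of inactives mirror those of a sister screen read the other way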
PfHsp90 yeast 2: inhibits growth of yeast expressing Plasmodium falciparum Hsp90; actives 0.32% (n = 310,000); S. cerevisiae expressing PfHsp90, BacTiter-Glo ATP, 48 h; yeast lacking PDR1 and PDR3 efflux regulators; inhibition, % at 9.4 µM;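 active = every replicate shows inhibition above about 80%, whatever the replicate mean, limit read from the data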;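 note: 0% = DMSO neutral controls and 100% = 20 µM radicicol positive controls; yeast relying on Plasmodium falciparum Hsp90 in place of its own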
MOR-DOR inv ag: inverse agonist of human OPRM1-OPRD1 heterodimerization; actives 0.21% (n = 340,000); P35372+P41143; inhibition, % at 9.3 µM; cell-based MOR-DOR heterodimer luminescence, inverse agonism; AID 504357; in the data active = inhibition above about 22%, passing the limit was not always enough;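 note: 0% = cells with DMSO and 100% = wells without cells with DMSO; values of inactives mirror those of a sister screen read the other way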
Starred values were filed as active, the others as inactive; . = not tested or not shown.

Codes – A = SUMO Mot1 rescue; B = Tat transport; C = AddAB inh; D = Ecoli viability; E = PKA-R2B act; F = phage Ecoli inh; G = PKA-R1A act; H = HTR5A inv ctr; I = MOR-DOR ag; J = PfHsp90 yeast 2; K = MOR-DOR inv ag
COc1ccc(CSc2nnnn2-c2ccc(C(=O)O)cc2)cc1
  A: 5 | B: -14 | C: -0.2 | D: 0.1 | E: -4 | F: 3.2 | G: -8 | H: -31 | I: -1.4 | J: -10 | K: 7

O=C(O)c1cc(S(=O)(=O)N2CCCCC2)ccc1N1CCCC1
  A: 3 | B: 2 | C: 0.3 | D: 0.8 | E: -1 | F: -0.6 | G: 1 | H: -8 | I: -2.5 | J: -4 | K: 10

O=C(CN1CCN(S(=O)(=O)c2ccccc2[N+](=O)[O-])CC1)NC(=O)NCc1ccco1
  A: -2 | B: -3 | C: 0.9 | D: 1.5 | E: 5 | F: 3.3 | G: 6 | H: -8 | I: -0.4 | J: -4 | K: 2

CCOc1ccccc1C1C(C#N)=C(SCC(=O)OC)NC(=O)C1C(=O)OC (stereo not drawn)
  A: -11 | B: 2 | C: -1.2 | D: 2.7 | E: 0 | F: 2.4 | G: -13 | H: 13 | I: -4.2 | J: 31 | K: 18

CC(=O)[C@H]1CC[C@H]2[C@@H]3CC=C4C[C@@H](OS(=O)(=O)O)CC[C@]4(C)[C@H]3CC[C@]12C
  A: . | B: 4 | C: . | D: . | E: 0 | F: 2.1 | G: 5 | H: -26 | I: -3.5 | J: 15 | K: 19

CC(=O)Nc1nnc(C)s1
  A: -5 | B: 7 | C: -0.6 | D: 1.3 | E: 2 | F: 1.6 | G: -3 | H: 2 | I: -1.4 | J: -10 | K: 8

CC1CCN(c2c(NCc3ccc(C(=O)NCCc4ccc(Cl)cc4)cc3)c(=O)c2=O)CC1
  A: -1 | B: 17 | C: 0.4 | D: 0.4 | E: 1 | F: 0.8 | G: 0 | H: -8 | I: -0.2 | J: -9 | K: 1

Cc1nnc(SCC(=O)N(C2CCCCC2)C2CCS(=O)(=O)C2)n1C (stereo not drawn)
  A: -12 | B: -1 | C: 1.3 | D: -0.7 | E: -5 | F: -0.5 | G: 5 | H: 4 | I: -1.4 | J: -7 | K: 6

COC(=O)c1ccccc1NC(=O)CNC(=O)c1ccc(OC)cc1
  A: 1 | B: -3 | C: 1.4 | D: -0.2 | E: 1 | F: 1.1 | G: -13 | H: -21 | I: -0.8 | J: 26 | K: 4

CSCCC(NC(=O)c1ccco1)C(=O)NCCc1ccc(Cl)cc1 (stereo not drawn)
  A: . | B: 2 | C: 1.9 | D: -0.5 | E: -4 | F: -0.1 | G: -9 | H: 14 | I: 1.7 | J: -5 | K: -8

Part of the list above, field by field.
> COc1ccc(CSc2nnnn2-c2ccc(C(=O)O)cc2)cc1
  SUMO Mot1 rescue: 5	Tat transport: -14	AddAB inh: -0.2	Ecoli viability: 0.1	PKA-R2B act: -4	phage Ecoli inh: 3.2	PKA-R1A act: -8	HTR5A inv ctr: -31	MOR-DOR ag: -1.4	PfHsp90 yeast 2: -10	MOR-DOR inv ag: 7
> O=C(O)c1cc(S(=O)(=O)N2CCCCC2)ccc1N1CCCC1
  SUMO Mot1 rescue: 3	Tat transport: 2	AddAB inh: 0.3	Ecoli viability: 0.8	PKA-R2B act: -1	phage Ecoli inh: -0.6	PKA-R1A act: 1	HTR5A inv ctr: -8	MOR-DOR ag: -2.5	PfHsp90 yeast 2: -4	MOR-DOR inv ag: 10

The results go on.
Codes – A = SUMO Mot1 rescue; B = Tat transport; C = AddAB inh; D = Ecoli viability; E = PKA-R2B act; F = phage Ecoli inh; G = PKA-R1A act; H = HTR5A inv ctr; I = MOR-DOR ag; J = PfHsp90 yeast 2; K = MOR-DOR inv ag
Cn1cc(CN2CCN(c3ccc(Cl)cn3)CC2)c(-c2ccccc2F)n1
  A: -7 | B: -7 | C: 2.9 | D: 0.9 | E: 2 | F: 2.3 | G: -3 | H: 1 | I: -1.7 | J: 4 | K: 9

Cc1ccccc1OCC(=O)Nc1nc2ccccc2[nH]1
  A: -7 | B: -2 | C: -1.5 | D: -0.7 | E: -1 | F: 2.9 | G: -10 | H: 35 | I: -2.5 | J: 6 | K: 12

N#C/C(=C/c1cn(-c2ccccc2)nc1-c1cccc(S(=O)(=O)N2CCCC2)c1)C(=O)NCc1ccco1
  A: 2 | B: 2 | C: 1.4 | D: -1.0 | E: -4 | F: 2.8 | G: -5 | H: 5 | I: -1.7 | J: -13 | K: 9

Cc1nn(C)c(Oc2ccccc2)c1CCNS(=O)(=O)c1ccc(F)cc1
  A: -4 | B: 5 | C: 2.0 | D: 0.4 | E: -26 | F: 2.8 | G: -2 | H: -15 | I: -1.5 | J: . | K: 8

Cc1ccc(S(=O)(=O)CCC(=O)OCC(=O)NC(=O)c2ccccc2)cc1
  A: . | B: 7 | C: 0.4 | D: -0.5 | E: -7 | F: 3.2 | G: -7 | H: -10 | I: 0.4 | J: -9 | K: -2

CCOC(=O)CNC(=O)CSc1nnc(NC(=O)c2ccc3c(c2)OCO3)s1
  A: 3 | B: -4 | C: -2.7 | D: 0.2 | E: -8 | F: 1.6 | G: -6 | H: -2 | I: -3.8 | J: -20 | K: 20

Cc1cc(NC(=O)c2ccc3[nH]c(C)c(C)c3c2)ccn1
  A: -18 | B: 3 | C: . | D: . | E: -2 | F: 2.5 | G: 7 | H: 13 | I: 1.4 | J: -27 | K: -6

O=C1N/C(=N\N=C\c2cccnc2)SC1Cc1ccc(SC(F)F)cc1 (stereo not drawn)
  A: 72 | B: 2 | C: 2.1 | D: 3.7 | E: 2 | F: 4.8 | G: -4 | H: -4 | I: -1.9 | J: 18 | K: 10

Cc1cc(C)nc(NS(=O)(=O)c2ccc(NC(=O)c3ccc(S(=O)(=O)N4CC(C)OC(C)C4)cc3)cc2)n1 (stereo not drawn)
  A: 28 | B: 2 | C: 1.6 | D: -0.7 | E: 3 | F: -1.1 | G: 5 | H: 1 | I: -2.2 | J: -2 | K: 10

CCOc1ccccc1C(=O)NCC(=O)OCc1c(C)noc1C
  A: -15 | B: -5 | C: 2.1 | D: -1.1 | E: -2 | F: 3.2 | G: -8 | H: 17 | I: -2.8 | J: 7 | K: 14

Cc1cccc(C)c1OCC(=O)NNC(=S)NC(=O)C1CC1
  A: 138 | B: -6 | C: 1.9 | D: -4.8 | E: 1 | F: -0.6 | G: 7 | H: 29 | I: -7.0 | J: 104* | K: 36*

Complete entries, quoted from the list:
CCOc1ccccc1C(=O)NCC(=O)OCc1c(C)noc1C is listed with SUMO Mot1 rescue = -15; Tat transport = -5; AddAB inh = 2.1; Ecoli viability = -1.1; PKA-R2B act = -2; phage Ecoli inh = 3.2; PKA-R1A act = -8; HTR5A inv ctr = 17; MOR-DOR ag = -2.8; PfHsp90 yeast 2 = 7; MOR-DOR inv ag = 14
Cc1ccc(S(=O)(=O)CCC(=O)OCC(=O)NC(=O)c2ccccc2)cc1 is listed with SUMO Mot1 rescue = .; Tat transport = 7; AddAB inh = 0.4; Ecoli viability = -0.5; PKA-R2B act = -7; phage Ecoli inh = 3.2; PKA-R1A act = -7; HTR5A inv ctr = -10; MOR-DOR ag = 0.4; PfHsp90 yeast 2 = -9; MOR-DOR inv ag = -2
